DAX1 inh-1 – blocks DAX1 repression of SF-1 activated StAR promoter | HEK293T StAR-luciferase reporter, SF-1/DAX-1 repression relief | inhibition, % at 6.8 µM | 1.1% of 370,000 active | AID 652010;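 active means inhibition above the mean over all tested compounds plus 3 SD, cut at about 3.6% in these data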;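 further: 0% = DAX-1 cells with DMSO and 100% = cells lacking DAX-1 with DMSO; higher inhibition means more luminescence from relief of DAX-1 repression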
DAX1 inh-2 – inhibitors of human orphan nuclear receptor DAX1 (NR0B1). P51843. AID 504766. inhibition, % at 6.75 µM. HEK293 Gal4-DAX1 luciferase reporter, luminescence. 0.99% of 340,000 active;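 active means inhibition above the mean over all tested compounds plus 3 SD, cut at about 4.2% in these data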;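 further: 0% = DAX1-transfected cells with DMSO and 100% = empty-vector control cells with DMSO; inhibition shows as a rise in luminescence from relieved DAX1 repression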
Target sequence (P51843 207-470 limits assumed): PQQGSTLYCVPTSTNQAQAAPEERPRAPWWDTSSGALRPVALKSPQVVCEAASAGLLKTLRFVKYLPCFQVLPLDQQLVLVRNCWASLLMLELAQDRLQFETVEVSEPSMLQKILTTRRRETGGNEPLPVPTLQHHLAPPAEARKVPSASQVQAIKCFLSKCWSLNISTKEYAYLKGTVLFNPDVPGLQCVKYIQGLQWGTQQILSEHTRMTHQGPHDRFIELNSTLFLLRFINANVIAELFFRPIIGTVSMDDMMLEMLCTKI
ssDAF12 agonist – S. stercoralis DAF-12 activation, primary screen; HEK293 ssDAF-12/GRIP1 lit1-tk-luc reporter, luminescence; % of 3 µM dafachronic acid response; activation, % at 6.8 µM; 1% of 370,000 active; AID 652126;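 active means activation above the mean over all tested compounds plus 3 SD, cut at about 0.9% in these data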;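 further: 0% = DMSO-only wells and 100% = 3 µM delta7-dafachronic acid wells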
FXN GAA850 act – frataxin GAA850 promoter activation. activation, % at 6 µM. HEK293 lucGAA850 FXN promoter luciferase reporter, 24 h; percent of 10 µM SAHA response. AID 540364. 0.56% of 360,000 active;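 active means activation above the average of all compounds screened plus 3 SD, cutoff fixed separately per campaign, cut at about 7.5% in these data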;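 further: 0% = DMSO wells and 100% = 10 µM SAHA wells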
hgDAF12 agonist – activates the H. glycines DAF-12 receptor ligand-binding domain; HEK293 GAL4-hgDAF12 UAS-luciferase reporter, agonist luminescence; normalized to butyrate control; activation, % at 6.8 µM; 1.8% of 370,000 active; AID 687014;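 active means activation above a cutoff set at the mean of all screened compounds plus 3 SD, cut at about 10% in these data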;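 further: 0% = DMSO wells and 100% = sodium butyrate wells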
ADAM10 inh – inhibitors of human ADAM10; O14672; recombinant ADAM10, EDANS/DABCYL FRET peptide cleavage, 3 h; inhibition, % at 7 µM; 0.62% of 370,000 active;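 active means inhibition above a per-campaign cutoff equal to the mean of compounds falling between control-based bounds plus 3 SD, cut at about 20% in these data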;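 further: 0% = DMSO wells while the 100% control is not disclosed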
Target sequence (O14672 214-748 limits assumed): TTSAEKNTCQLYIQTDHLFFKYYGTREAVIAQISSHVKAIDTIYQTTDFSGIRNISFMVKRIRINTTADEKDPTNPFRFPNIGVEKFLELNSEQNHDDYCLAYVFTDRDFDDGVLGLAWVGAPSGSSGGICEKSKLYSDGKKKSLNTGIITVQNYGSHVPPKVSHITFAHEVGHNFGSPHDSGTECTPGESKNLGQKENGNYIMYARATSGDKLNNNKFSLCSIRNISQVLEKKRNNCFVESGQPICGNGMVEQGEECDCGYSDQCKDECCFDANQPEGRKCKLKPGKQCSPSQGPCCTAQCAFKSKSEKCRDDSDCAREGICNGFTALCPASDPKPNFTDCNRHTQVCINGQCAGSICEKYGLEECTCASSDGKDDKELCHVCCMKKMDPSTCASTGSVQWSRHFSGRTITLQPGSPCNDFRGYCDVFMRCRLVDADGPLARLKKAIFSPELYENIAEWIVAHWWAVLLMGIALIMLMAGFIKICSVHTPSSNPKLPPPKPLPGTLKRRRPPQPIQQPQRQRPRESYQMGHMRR
ADAM17 inh – inhibitors of human ADAM17 | inhibition, % at 6.95 µM | recombinant ADAM17, EDANS/DABCYL FRET peptide cleavage | P78536 | AID 720648 | 0.83% of 370,000 active;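 active means inhibition above the mean of compounds lying between control limits plus 3 SD, set per campaign, cut at about 8.5% in these data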;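 further: 0% = DMSO-only wells as the low control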
SMARCA2 activ – SMARCA2 function activation, primary screen; 1% of 370,000 active; MG213 cells, MMTV-luciferase reporter, dexamethasone, overnight; AID 652017; activation, % at 9.1 µM; in the data active means activation above about 7.8%;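 further: 0% = vehicle wells and 100% = reference activator wells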
GC-A act – GC-A (human) enzyme activation | HEK293 GC-A cells, cGMP TR-FRET, EC30 ANP; 0% at EC30 ANP, 100% saturating ANP | P16066 | 0.14% of 370,000 active | activation, % at 10 µM; in the data active means activation above about 40%
PG9 Ab binder – small molecules binding HIV-1 gp120 antibody PG9; TR-FRET gp120-PG9 antibody binding; inhibition, % at 6.7 µM; 0.43% of 360,000 active; in the data active means inhibition above about 8.5%
hcDAF-12 act – activates DAF-12 receptor from parasite H. contortus | HEK293 hcDAF-12 lit1-tk-luc reporter, luminescence; 0% DMSO, 100% Δ7-dafachronic acid | activation, % at 6.8 µM | 1.4% of 370,000 active | AID 652067;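 active means activation above the mean of all tested compounds plus 3 SD, cut at about 5.5% in these data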;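 further: 100% = response to 3 µM Δ7-dafachronic acid high control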
* hit, by the source's call; i = inactive; · = not tested or not shown.

molecule,DAX1 inh-1,DAX1 inh-2,ssDAF12 agonist,FXN GAA850 act,hgDAF12 agonist,ADAM10 inh,ADAM17 inh,SMARCA2 activ,GC-A act,PG9 Ab binder,hcDAF-12 act
CC(c1ccccc1)C1CC(=O)N(Cc2ccco2)C1=O (configuration not stated),0.7,-0.2,-1.5,1.5,1.1,-4,-2,-3,4,1.1,0.7
C=C(C)COc1ccc(-c2n[nH]c(C)c2Oc2ccccc2OC)c(O)c1,0.4,-0.6,-1.3,0.8,-1.2,26*,12*,-1,0,-1.9,-0.4
CCc1cc(=O)oc2cc(C)cc(OCC(=O)N3CCC(C(=O)O)CC3)c12,0.0,3.5,-1.6,-1.2,-0.9,i,-169,-1,1,0.1,-0.4
O=C1C=C(c2cccc3c2sc2ccccc23)C[C@@H](c2ccc(Cl)cc2)C1,0.1,-0.3,-1.1,1.8,3.4,-2,-5,0,5,0.2,0.1
CCCC1=NN(c2ccc([N+](=O)[O-])cc2)C(=O)/C1=C/N(C)C,0.1,0.9,-0.7,2.6,0.4,6,1,-1,3,1.7,1.1
COc1ccc(N2CCN(C(=O)CSc3nnc4c(C)cc5ccc(C)c(C)c5n34)CC2)cc1,-0.5,-1.4,-1.1,-3.8,1.8,2,0,-2,-4,-5.8,0.5
CNC(=O)CSCCn1c(SCC(=O)NC)nc2ccccc2c1=O,-0.9,0.1,-1.0,-0.9,1.0,-4,-2,-3,-2,0.3,4.5
CCN1CCN(c2c(Cl)cccc2NC(=O)c2cccs2)CC1,0.4,0.1,-0.8,1.2,-0.1,-8,-1,0,2,-3.6,-0.8
Cn1cc(Br)c(C(=O)Nc2ncc(Br)s2)n1,0.5,0.0,0.3,1.9,9.5,-1,1,2,2,-1.1,5.3
O=C(c1cnccn1)N1CCN(S(=O)(=O)c2cccc(Cl)c2)CC1,-0.1,1.4,-0.8,2.1,0.1,-4,-2,1,1,-2.2,1.0
CCOc1ccc(CCNS(=O)(=O)c2cn(C)cn2)cc1OCC,-0.5,0.0,-0.3,0.9,1.0,2,-2,-1,5,-0.7,-0.4
CC(=O)Nc1ccc(S(=O)(=O)N2CCC(=O)Nc3ccccc32)cc1,0.3,0.1,-0.3,0.1,3.8,-5,-3,1,-4,1.4,-0.6
CS(=O)(=O)N(CC(=O)Nc1ccccc1C(=O)N1CCCC1)c1cccc([N+](=O)[O-])c1,-0.4,1.2,-0.9,0.9,-0.1,1,0,-1,-2,-0.3,0.2
COc1ccc(C(NC(=O)CN2C(=O)NC3(CCc4ccccc43)C2=O)c2ccccc2)cc1 (configuration not stated),-0.9,0.2,-0.4,-2.0,-0.4,4,2,0,-5,-1.6,1.6
Cc1cc2ncn(CCC(=O)NC3CCCC3)c2cc1C,-0.1,·,-1.4,0.5,0.5,-4,-4,1,-1,0.3,-1.4
CC(=O)CC[N+](C)(C)C,0.2,0.5,-1.2,0.0,0.0,-7,1,6,3,-1.5,0.9
Cc1cccn2c(=O)c(/C=C(\C#N)C(N)=O)c(N3CCN(c4ccccc4)CC3)nc12,-0.2,-1.6,-1.5,3.8,-3.4,-134,-58,-1,-1,1.1,0.6
CSc1ccc(CN(C)Cc2cc(=O)oc3c(C)c(C)ccc23)cc1,-0.8,0.1,-1.3,1.2,-3.4,8,-1,-4,-5,-1.6,-1.5
COc1cccc(CNC(=O)[C@@H]2CCCN2C(=O)[C@H]2CCCCN2C(=O)c2c(F)cccc2F)c1,-0.2,·,-0.6,·,-5.1,-4,-6,-4,2,-1.6,-1.6
S=C(NCc1ccccn1)Nc1cccc(Cl)c1,0.0,0.5,-0.4,1.2,5.2,0,-3,0,-2,-1.0,0.0
COc1ccc(S(=O)(=O)N2CCC(C(=O)NCCC(=O)NCc3cccnc3)CC2)cc1,-0.3,-0.2,-1.3,0.5,-2.1,-6,-1,-1,0,0.1,0.1
O=C1Cc2cccc3cccc1c23,1.0,-0.1,-0.2,2.4,3.5,-110,-35,-1,1,1.9,4.8
Cc1nn(C)c(C(=O)Sc2cccc(Cl)c2)c1[N+](=O)[O-],-0.2,3.4,-0.8,-0.5,-1.6,-12,-2,-3,1,-0.7,-0.9
Cc1cc(-n2c(C)cc(C(=O)CSc3ccc4c(c3)OCCO4)c2C)no1,0.1,0.6,-1.1,0.5,2.6,10,3,-3,3,-5.6,-1.4
CCN(CC)S(=O)(=O)c1ccc(N2CCOCC2)c(NCC(=O)Nc2ccc(F)cc2)c1,0.1,0.3,-1.6,1.7,0.3,-6,0,-1,-1,1.2,-0.1
Cc1ccc(S(=O)(=O)NC(=O)NC2=NC(C)(C)N(c3ccc(Cl)c(Cl)c3)C(N)=N2)cc1,0.0,·,-0.5,·,0.9,0,-4,-2,5,-0.6,1.2
COc1ccccc1-n1nnnc1SCC(=O)N(C)C1CCS(=O)(=O)C1 (configuration not stated),2.3,3.0,-0.9,-0.6,0.4,-37,-4,-1,-1,-1.4,-1.3
C/C(Cl)=C\Cn1c(NCCc2ccccc2)nc2c1c(=O)n(C)c(=O)n2C,-0.5,-0.7,-1.9,-2.5,-2.7,-6,-4,-3,·,-0.1,-3.2
CC(C)(C)c1ccc(OCC(=O)Nc2ccc(-c3nc4cccnc4o3)cc2)cc1,-0.1,0.9,-1.3,-0.6,1.3,-12,-9,4,2,0.3,-0.3
O=C(NC(=S)N1CCc2ccccc21)c1ccccc1Cl,0.3,0.8,-0.8,3.0,3.9,12,-2,-1,1,-1.7,-0.9
c1ccc2sc(Nc3nc4cc5c(cc4s3)OCO5)nc2c1,5.4*,3.0,2.3*,5.5,18*,-271,-95,6,-1,3.5,7.4*
O=C(NC(=S)Nc1ccc(CN2CCOCC2)cc1)c1cc2ccccc2o1,0.2,-0.3,-1.6,2.4,0.0,-1,-4,0,3,-0.6,0.0
CC1(C)CC(=O)c2cc(C(=O)NC3CCSC3=O)c(=O)n(-c3ccccc3)c2C1 (configuration not stated),-0.5,-0.3,-0.8,0.6,2.1,-45,-14,-2,5,1.5,0.2
Cc1ccc(S(=O)(=O)N2CCOCC2)cc1NC(=O)COC(=O)Cc1ccsc1,-0.4,0.9,-0.2,-0.3,-1.1,6,1,5,1,-1.2,-1.6
COc1ccc(S(=O)(=O)N2CC(C)N(C(=O)N(C)C)C2C(C)C)cc1 (configuration not stated),-0.3,0.0,-0.7,-0.5,-2.1,-4,-1,0,-1,-1.7,0.7
CCCNC(=S)N1CCN(c2nc(C)nc3sc4c(c23)CCCC4)CC1,-1.2,-1.4,-1.2,1.3,-3.9,5,1,-5,-5,0.6,-2.9
Cc1ccc(CN2CCN(Cc3ccc4c(c3)OCCO4)CC2CCO)cc1 (configuration not stated),0.7,-0.8,-1.3,0.6,-3.3,-10,-3,-2,4,0.8,-1.0
COc1ccc(-n2c(N)c(C(=O)NCC3CCCO3)sc2=S)cc1 (configuration not stated),-0.4,0.7,-0.8,1.5,-1.3,5,1,-2,1,-2.4,-0.6
C=CCn1cccc(C(=O)Nc2ccc(C)c(Cl)c2)c1=O,0.6,0.4,-0.8,1.8,4.7,5,0,2,10,0.5,-0.1
CC1=C(C(=O)N2CCOCC2)CC(CC(=O)NCc2cccc3ccccc23)C(=O)N1Cc1ccccc1 (configuration not stated),-0.8,0.6,-1.2,-1.3,1.1,-8,-1,-1,-4,-0.6,-0.5
COc1ccc(C2C(C(=O)O)c3ccccc3C(=O)N2C)cc1Br (configuration not stated),-0.1,1.1,-1.0,1.5,1.4,1,-5,-4,5,0.0,0.4
COc1ccc(Cl)cc1NC(=S)NC(=O)c1ccc2c(c1)OCO2,0.1,-0.5,-0.5,-2.7,4.3,-5,1,-3,3,-1.1,2.6
COc1ccc(-c2cc3c(=O)n(CC(=O)NCc4cccnc4)nc(C)n3n2)cc1,-0.9,-0.3,-1.1,2.0,1.6,-67,-21,0,4,0.2,1.2
N#CC1(NC(=O)COC(=O)/C=C/c2ccc3ccccc3n2)CCCCC1,-1.2,0.0,-0.3,-0.9,1.6,-18,-9,9.4*,-1,-3.9,2.8
O=C(/C=C/c1ccccc1)C1C(=O)c2ccccc2C1=O,1.4,0.4,0.8,4.7,22*,3,1,4,-3,-1.1,5.5
CCCCOc1ccc(OCCSc2nc3ccccc3n2CC(=O)O)cc1,-0.1,2.4,-1.5,3.0,-1.9,3,-1,-2,-2,-1.3,-0.4
CC1(C)CC(=O)C(N=Nc2cc(C(F)(F)F)ccc2Cl)=C(O)C1,-0.2,1.1,-1.6,1.2,5.2,-10,-1,-1,1,-1.9,-1.0
Cc1cc(C)n(-c2ccc(C(=O)NCc3cccs3)cc2)n1,-0.4,0.6,-1.0,-2.0,3.5,0,-2,2,-2,0.0,-0.8
COc1nc(Nc2cccc(F)c2)nc(OC)n1,0.1,1.0,-0.8,2.9,-0.8,-3,-1,1,4,0.9,1.2
CCC1(c2ccccc2)NC(=O)N(CC(=O)Nc2cc(Cl)ccc2N2CCN(C)CC2)C1=O (configuration not stated),0.4,0.3,-1.2,1.3,0.0,-11,-3,-1,-1,-2.1,-1.9
CCOC(=O)c1c(-c2cc(OC)c(OC)c(OC)c2)csc1N,-0.1,2.8,-0.9,-0.5,-0.1,-8,-1,1,-11,-1.8,-1.7
